# High-throughput results from PubChem.
# PAD4 inh: inhibitors of human PAD4; Q9UM07; recombinant PAD4, RCA probe fluorescence polarization; inhibition, % at 6.36 µM; hit rate 0.41% among 330,000; AID 485272;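 active = percent inhibition above a cutoff equal to the mean of all tested compounds plus 3 SD, cut at about 15% in these data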;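 note: 0% = PAD4 with RCA probe and DMSO and 100% = probe without PAD4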
# PAFAH1B2 FP inh: inhibitors of human PAFAH1B2 | recombinant PAFAH1B2, FP-rhodamine activity probe, fluorescence polarization | AID 492953 | hit rate 1.2% among 340,000 | P68402 | inhibition, % at 3.39 µM;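 active = inhibition above the mean of all tested compounds plus 3 SD, cut at about 24% in these data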;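 note: 0% = enzyme with DMSO and 100% = wells lacking PAFAH1B2; many of its hits are not listed in these tables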
# LYPLA2 counter: LYPLA2 (human) inhibition in PME1 counter-screen. recombinant LYPLA2, FP-Rh probe fluorescence polarization. hit rate 0.38% among 320,000. inhibition, % at 5.9 µM. O95372;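 active = inhibition above the screen-wide mean plus 3 SD, limit set per campaign, cut at about 26% in these data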;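 note: 0% = LYPLA2 with DMSO and 100% = wells lacking LYPLA2 enzyme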
# Target sequence (O95372 whole entry, looked up): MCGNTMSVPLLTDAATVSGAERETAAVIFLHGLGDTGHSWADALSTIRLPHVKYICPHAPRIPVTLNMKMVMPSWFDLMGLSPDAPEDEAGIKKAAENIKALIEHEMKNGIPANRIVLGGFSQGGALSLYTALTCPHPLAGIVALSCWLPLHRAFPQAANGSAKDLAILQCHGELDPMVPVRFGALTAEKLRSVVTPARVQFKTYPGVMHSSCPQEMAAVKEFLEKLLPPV
# PREPL inhibitor: human PREPL enzyme inhibition; inhibition, % at 5.96 µM; AID 2751; recombinant PREPL, fluorescence polarization activity-based probe; Q4J6C6; hit rate 0.68% among 320,000; in the data active = inhibition above about 43%;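 note: 0% = enzyme with DMSO and 100% = wells lacking enzyme; many of its hits are not listed in these tables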
# PAFAH2 FP inh: PAFAH2 (human) inhibition; Q99487; recombinant PAFAH2, FP-rhodamine activity probe, fluorescence polarization; inhibition, % at 3.39 µM; hit rate 0.99% among 340,000; AID 492956;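 active = inhibition above the mean over all tested compounds plus 3 SD, cut at about 30% in these data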;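 note: inhibitors block probe labeling of enzyme so polarization drops; 0% = enzyme with DMSO and 100% = wells lacking PAFAH2 protein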
# GSTO1 counter: blocks human GSTO1 in RBBP9 counter-screen. recombinant GSTO1, activity-based probe fluorescence polarization. inhibition, % at 5.96 µM. hit rate 1.1% among 300,000. P78417;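 active = inhibition above the campaign mean inhibition plus 3 SD, cut at about 35% in these data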;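 note: 0% = GSTO1-1 with DMSO and 100% = wells lacking GSTO1-1 enzyme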
# Target sequence (P78417 whole entry, looked up): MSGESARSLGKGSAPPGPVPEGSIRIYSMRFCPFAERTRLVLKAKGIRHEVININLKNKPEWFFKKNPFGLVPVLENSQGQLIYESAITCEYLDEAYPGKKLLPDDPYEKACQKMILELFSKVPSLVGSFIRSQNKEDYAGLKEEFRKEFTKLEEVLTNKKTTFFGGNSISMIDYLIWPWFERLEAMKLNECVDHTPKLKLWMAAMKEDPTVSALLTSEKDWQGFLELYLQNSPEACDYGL
# LYPLA1 inh: LYPLA1 (human) inhibition in PME1 counter-screen. recombinant LYPLA1, FP-Rh probe fluorescence polarization. O75608. inhibition, % at 5.9 µM. hit rate 0.16% among 320,000. AID 2174;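 active = inhibition above the mean of all tested compounds plus 3 SD, set per campaign, cut at about 14% in these data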;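 note: inhibitors block serine hydrolase probe labeling of LYPLA1 so polarization falls; 0% = enzyme with DMSO and 100% = wells lacking LYPLA1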
# Target sequence (O75608 whole entry, looked up): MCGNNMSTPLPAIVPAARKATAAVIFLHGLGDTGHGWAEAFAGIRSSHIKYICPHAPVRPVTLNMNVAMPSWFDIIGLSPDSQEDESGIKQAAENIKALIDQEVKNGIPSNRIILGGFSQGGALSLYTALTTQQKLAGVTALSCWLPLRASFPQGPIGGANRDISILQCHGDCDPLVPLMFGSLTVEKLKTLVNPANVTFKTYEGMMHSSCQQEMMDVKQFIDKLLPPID
# pPAFAH inh: pPAFAH (human) enzyme inhibition; Q13093; recombinant pPAFAH, FP-rhodamine probe fluorescence polarization; inhibition, % at 3.39 µM; hit rate 1.5% among 330,000; AID 463082;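 active = inhibition above the mean inhibition across the screen plus 3 SD, cut at about 25% in these data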;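 note: inhibitors block binding of the rhodamine activity-based probe so polarization drops; 0% = enzyme with DMSO and 100% = wells lacking pPAFAH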
# PAFAH1B3 FP inh: PAFAH1B3 (human) inhibition. Q15102. recombinant PAFAH1B3, FP-rhodamine probe, fluorescence polarization. inhibition, % at 3.39 µM. hit rate 0.28% among 340,000. AID 492972;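 active = inhibition above the screen-wide average of all tested compounds plus 3 SD, cut at about 25% in these data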;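 note: 0% = enzyme with DMSO only and 100% = wells lacking PAFAH1B3 protein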
# Target sequence (Q15102 whole entry, looked up): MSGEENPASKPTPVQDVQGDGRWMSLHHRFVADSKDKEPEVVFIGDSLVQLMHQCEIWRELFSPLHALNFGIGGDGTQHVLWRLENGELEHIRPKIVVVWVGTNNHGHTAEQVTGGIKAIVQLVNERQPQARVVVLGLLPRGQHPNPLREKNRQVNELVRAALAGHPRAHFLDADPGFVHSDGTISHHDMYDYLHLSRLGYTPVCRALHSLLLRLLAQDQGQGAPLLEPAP
# An asterisk follows results filed as active; / = not tested or not shown. Only part of the results is shown; rates above refer to the full screens.
1: CC(=O)Nc1ccc(S(=O)(=O)NC2(C(F)(F)F)C(=O)NC(C)=C2C#N)cc1 (centres undefined)
2: CCCCS(=O)(=O)Nc1ccc(C(=O)NCC2CCCO2)cc1 (centres undefined)
3: Cc1ccc(O)c(NC(=S)NC(=O)Cc2ccc(Cl)cc2)c1
4: CCCN1CCN(CCCNC(=O)Cn2nc(-c3ccc(C)cc3)ccc2=O)CC1
5: COC(=O)CNC(=O)CNC(=O)c1nn(-c2ccc(OC)c(Cl)c2)c(=O)c2ccccc12
6: CCCCOc1ccc(C(=O)N(Cc2ccco2)C2CCS(=O)(=O)C2)cc1 (centres undefined)
7: Cn1c(SCC(=O)N(C2CCCCC2)C2CCCCC2)nnc1-c1cccs1
8: Cc1nn(-c2ccccc2)c(-n2cccc2)c1C(=O)O
9: CCO[C@@H]1OC(C(N)=O)=C[C@H](c2ccc(Br)cc2)[C@H]1CCCO
10: S=c1[nH]nc(-c2cccc(Cl)c2)n1Cc1ccccc1
compound no.	1	2	3	4	5	6	7	8	9	10
PAD4 inh	1	3	-2	-1	-3	-2	-3	1	7	-1
PAFAH1B2 FP inh	0	6	-8	-2	2	1	-2	-1	2	14
LYPLA2 counter	0	9	4	8	17	22	4	-1	4	1
PREPL inhibitor	10	1	9	15	2	-3	-28	10	20	-8
PAFAH2 FP inh	-2	6	3	4	-2	-6	6	-1	-4	-4
GSTO1 counter	6	-5	-3	6	-3	2	4	-2	20	3
LYPLA1 inh	-2	2	2	1	-1	5	-3	-2	2	-1
pPAFAH inh	4	7	2	-2	-1	7	9	-10	1	1
PAFAH1B3 FP inh	0	12	6	4	5	8	5	3	8	-9

11: CCOc1ccc(NC(=O)CCN2C(=S)NC(C)(C)CC2C)cc1 (centres undefined)
12: Cc1cc(NC(=O)c2ccco2)ccc1NC(=O)Cc1cccs1
13: c1csc(CNc2ncnc3ccc(-c4ccc5c(c4)OCCO5)cc23)c1
14: Cc1nc(SCC(=O)NC(C)(C)C)c2c(-c3cccs3)csc2n1
15: CNC(=S)N/N=C/c1c2ccccc2c(Cl)c2ccccc12
16: CC[n+]1c(C)n(C)c2cc(S(=O)(=O)N(C)C)ccc21
17: O=C(O)COc1ccccc1/C=N/NC(=O)CSc1nc2ccccc2c(=O)n1-c1ccccc1
18: COc1cc(/C=C2\COC/C(=C\c3ccc(O)c(OC)c3)C2=O)ccc1O
19: COc1ccc(CCNC(=O)C2CCCN(S(=O)(=O)N3CCCCCC3)C2)cc1OC (centres undefined)
20: COc1ccccc1NC(=O)c1ccc(NC(=O)CSc2nnnn2C)cc1
compound no.	11	12	13	14	15	16	17	18	19	20
PAD4 inh	-1	-5	1	-4	3	0	1	0	2	4
PAFAH1B2 FP inh	0	-1	-6	-1	0	3	4	5	6	5
LYPLA2 counter	0	2	/	3	1	-7	-1	4	5	-3
PREPL inhibitor	1	-4	19	-1	3	15	6	10	3	-6
PAFAH2 FP inh	6	0	-20	3	-7	-6	-10	7	1	3
GSTO1 counter	12	4	/	6	9	1	1	0	13	22
LYPLA1 inh	-5	-4	/	-2	-3	-1	-2	0	2	-1
pPAFAH inh	-2	2	4	12	7	-5	2	14	0	2
PAFAH1B3 FP inh	7	6	1	-1	7	7	3	4	6	7

21: O=C(NC12CC3CC(CC(C3)C1)C2)c1ccc(Br)o1
22: CCOC(=O)C1CCN(C(=O)c2cc3c(OC)c(OC)c(OC)cc3[nH]2)CC1
23: COc1ccc(NCc2nnc(SCC(=O)Nc3cc(C(F)(F)F)ccc3Cl)o2)cc1
24: O=C(Nc1ccc(-c2nc3ccccc3[nH]2)cc1)c1ccc2c(c1)OCO2
25: O=C(CSc1nnc(-c2ccc(Cl)cc2Cl)n1C1CCCCC1)N1CCCC1
26: CCOC(=O)c1c(NC(=O)CSc2nnnn2-c2ccc3c(c2)OCO3)sc(C)c1C
27: C/C(=N/NC(=O)c1ccc(NC(=O)c2ccc(F)cc2)cc1)c1ccccc1
28: OC[C@@H]1[C@@H](c2ccccc2)C(c2ccccc2)=NN1c1ccccc1
29: CCN1C(=O)[C@H]2[C@@H](c3ccc(C)cc3)N3C(=O)N(c4cccc(C)c4)C(=O)[C@@]3(Cc3ccccc3)[C@H]2C1=O
30: Cc1ccsc1/C=N/Nc1nc(Cl)c(Cl)cc1Cl
compound no.	21	22	23	24	25	26	27	28	29	30
PAD4 inh	-1	-4	-3	-2	1	1	-3	2	5	-2
PAFAH1B2 FP inh	9	4	10	3	4	4	-4	2	0	1
LYPLA2 counter	1	3	-5	-11	1	1	-14	/	2	-8
PREPL inhibitor	-5	-3	15	-6	3	1	9	/	-3	0
PAFAH2 FP inh	1	-15	-2	3	3	3	-13	6	1	0
GSTO1 counter	-8	2	5	3	4	-2	-5	/	11	5
LYPLA1 inh	1	2	-6	-8	3	-4	-14	/	1	-3
pPAFAH inh	3	2	3	-8	5	1	-1	9	7	3
PAFAH1B3 FP inh	8	0	8	-11	-3	-3	-1	9	3	-3

31: CCN1/C(=C/c2ccc3cccc(C)c3[n+]2CC)Sc2ccccc21
32: COCC(=O)OCC(=O)Nc1cc(C)c(C)cc1[N+](=O)[O-]
33: C=CCN1C(=O)c2ccccc2Sc2ccc(C(=O)NCCC)cc21
34: CCOC(=O)C(=O)Nc1cc(C)nn1-c1nc2ccccc2[nH]1
35: COc1ccc(Nc2ncnc3c2cnn3Cc2ccc(C)cc2)cc1
36: O=[N+]([O-])c1ccc2c(c1)OCCOCCOCCOCCOCCOCCO2
37: O=C(O)C1Nc2c(O)cc(Cl)c([N+](=O)[O-])c2C2C=CCC12 (centres undefined)
38: COc1ccc(CCN=C(N)NS(=O)(=O)c2ccccc2)cc1
39: COc1ccc(NC(=O)C(C)Sc2nnc3c4c(nc(-c5ccc(OC)cc5)n23)CC(C)(C)OC4)cc1 (centres undefined)
40: COc1ccc(N2CCN(C(=O)CCCN3C(=O)c4cccc5cccc(c45)C3=O)CC2)cc1
compound no.	31	32	33	34	35	36	37	38	39	40
PAD4 inh	-37	0	-2	-7	-1	-2	-4	-1	-1	1
PAFAH1B2 FP inh	1	-2	5	4	8	-1	51*	1	-5	-2
LYPLA2 counter	5	4	0	0	8	4	35*	-2	-2	73*
PREPL inhibitor	60*	-2	-11	1	14	7	94*	-4	7	-24
PAFAH2 FP inh	4	7	4	-3	-1	-9	77*	8	2	3
GSTO1 counter	1	-5	-2	45*	-7	-3	57*	5	-2	-8
LYPLA1 inh	2	3	-4	-3	2	3	-14	-1	1	10
pPAFAH inh	1	6	3	8	8	1	90*	2	0	3
PAFAH1B3 FP inh	-5	4	1	7	15	-4	63*	-2	-9	-5

41: O=C(Cn1ncc2c(=O)oc3ccccc3c21)N1CCN(C(=O)c2ccco2)CC1
42: CNC(=O)C(=O)NCC1OCCCN1S(=O)(=O)c1cccs1 (centres undefined)
43: Cc1nc(N/N=C/c2ccccn2)sc1C
44: O=c1ccc2cc([N+](=O)[O-])c(CCO)cc2o1
45: CCCc1cc(=O)oc2c(C)c(OCC(=O)Nc3ccc(CN4CCOCC4)cc3)ccc12
46: COC(=O)CNC(=O)C(NC(=O)OCc1ccccc1)C(C)C (centres undefined)
47: C[C@H](CO)N1C[C@H](C)[C@@H](CN(C)Cc2ccc(C(=O)O)cc2)Oc2c(NS(=O)(=O)c3cccs3)cccc2C1=O
48: Nc1nc(NC(=O)c2ccc(Cl)cc2)nn1-c1ccccc1
49: CC1(c2ccccc2)NC(=O)N(CC(=O)NCCC2=CCCCC2)C1=O (centres undefined)
50: c1ccc(C[C@H]2CN=C(Nc3ccccc3)N2CCCC2CCCCC2)cc1
compound no.	41	42	43	44	45	46	47	48	49	50
PAD4 inh	4	0	0	2	-4	-7	6	0	0	-1
PAFAH1B2 FP inh	-2	1	/	5	5	3	8	3	10	3
LYPLA2 counter	1	-3	-2	-3	-1	3	/	10	-3	/
PREPL inhibitor	2	-12	8	10	-5	6	2	14	-2	3
PAFAH2 FP inh	-5	-2	/	-4	-2	0	2	3	-1	-7
GSTO1 counter	4	2	-1	7	-3	2	/	18	3	/
LYPLA1 inh	2	2	2	-4	-6	1	/	-1	-1	/
pPAFAH inh	-1	-1	-1	2	4	2	0	4	5	0
PAFAH1B3 FP inh	1	-2	/	2	-1	1	9	6	0	10

# Sorted by length of the SMILES (ascending): 12 of the compounds above
43: Cc1nc(N/N=C/c2ccccn2)sc1C
44: O=c1ccc2cc([N+](=O)[O-])c(CCO)cc2o1
48: Nc1nc(NC(=O)c2ccc(Cl)cc2)nn1-c1ccccc1
42: CNC(=O)C(=O)NCC1OCCCN1S(=O)(=O)c1cccs1 (centres undefined)
49: CC1(c2ccccc2)NC(=O)N(CC(=O)NCCC2=CCCCC2)C1=O (centres undefined)
50: c1ccc(C[C@H]2CN=C(Nc3ccccc3)N2CCCC2CCCCC2)cc1
37: O=C(O)C1Nc2c(O)cc(Cl)c([N+](=O)[O-])c2C2C=CCC12 (centres undefined)
41: O=C(Cn1ncc2c(=O)oc3ccccc3c21)N1CCN(C(=O)c2ccco2)CC1
45: CCCc1cc(=O)oc2c(C)c(OCC(=O)Nc3ccc(CN4CCOCC4)cc3)ccc12
40: COc1ccc(N2CCN(C(=O)CCCN3C(=O)c4cccc5cccc(c45)C3=O)CC2)cc1
39: COc1ccc(NC(=O)C(C)Sc2nnc3c4c(nc(-c5ccc(OC)cc5)n23)CC(C)(C)OC4)cc1 (centres undefined)
47: C[C@H](CO)N1C[C@H](C)[C@@H](CN(C)Cc2ccc(C(=O)O)cc2)Oc2c(NS(=O)(=O)c3cccs3)cccc2C1=O
compound no.	43	44	48	42	49	50	37	41	45	40	39	47
PAD4 inh	0	2	0	0	0	-1	-4	4	-4	1	-1	6
PAFAH1B2 FP inh	/	5	3	1	10	3	51*	-2	5	-2	-5	8
LYPLA2 counter	-2	-3	10	-3	-3	/	35*	1	-1	73*	-2	/
PREPL inhibitor	8	10	14	-12	-2	3	94*	2	-5	-24	7	2
PAFAH2 FP inh	/	-4	3	-2	-1	-7	77*	-5	-2	3	2	2
GSTO1 counter	-1	7	18	2	3	/	57*	4	-3	-8	-2	/
LYPLA1 inh	2	-4	-1	2	-1	/	-14	2	-6	10	1	/
pPAFAH inh	-1	2	4	-1	5	0	90*	-1	4	3	0	0
PAFAH1B3 FP inh	/	2	6	-2	0	10	63*	1	-1	-5	-9	9
